DAX1 inh-1: DAX1 (NR0B1) inhibition, primary screen; HEK293T StAR-luciferase reporter, SF-1/DAX-1 repression relief; inhibition, % at 6.8 µM; 1.1% of 370,000 active; AID 652010;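 active = inhibition above the mean over all tested compounds plus 3 SD, cut at about 3.6% in these data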;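 note: 0% = DAX-1 cells with DMSO and 100% = cells lacking DAX-1 with DMSO; higher inhibition means more luminescence from relief of DAX-1 repression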
hgDAF-12 ag: hgDAF-12 agonism, primary luciferase screen. 1.8% of 370,000 active. activation, % at 6.8 µM. AID 687014. HEK293 GAL4-hgDAF12 UAS-luciferase reporter, agonist luminescence; normalized to butyrate control;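 active = activation above a cutoff set at the mean of all screened compounds plus 3 SD, cut at about 10% in these data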;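 note: 0% = DMSO wells and 100% = sodium butyrate wells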
DAX1 inh-2: NR0B1 (DAX1) inhibition; inhibition, % at 6.75 µM; 0.99% of 340,000 active; HEK293 Gal4-DAX1 luciferase reporter, luminescence; AID 504766;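 active = inhibition above the mean over all tested compounds plus 3 SD, cut at about 4.2% in these data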;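 note: 0% = DAX1-transfected cells with DMSO and 100% = empty-vector control cells with DMSO; inhibition shows as a rise in luminescence from relieved DAX1 repression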
Target sequence (P51843 207-470 limits assumed): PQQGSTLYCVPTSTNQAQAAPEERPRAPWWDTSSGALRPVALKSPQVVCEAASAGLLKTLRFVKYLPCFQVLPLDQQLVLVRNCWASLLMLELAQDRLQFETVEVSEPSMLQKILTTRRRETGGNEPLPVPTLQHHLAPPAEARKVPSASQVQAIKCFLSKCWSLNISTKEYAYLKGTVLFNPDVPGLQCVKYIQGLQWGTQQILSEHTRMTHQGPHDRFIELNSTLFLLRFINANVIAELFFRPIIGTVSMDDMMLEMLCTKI
HGIII-sPLA2 inh: Inhibits HGIII-sPLA2 liposome hydrolysis, primary screen. Q9NZ20. QFRET BODIPY PC-A2 liposome hydrolysis, fluorescence. inhibition, % at 12.2 µM. 0.56% of 370,000 active;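 active = inhibition above mean plus 3 SD of compounds lying within the high and low control bounds, cut at about 19% in these data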;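 note: 0% = median of test compound wells and 100% = no enzyme DMSO wells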
Target sequence (Q9NZ20 whole entry, looked up): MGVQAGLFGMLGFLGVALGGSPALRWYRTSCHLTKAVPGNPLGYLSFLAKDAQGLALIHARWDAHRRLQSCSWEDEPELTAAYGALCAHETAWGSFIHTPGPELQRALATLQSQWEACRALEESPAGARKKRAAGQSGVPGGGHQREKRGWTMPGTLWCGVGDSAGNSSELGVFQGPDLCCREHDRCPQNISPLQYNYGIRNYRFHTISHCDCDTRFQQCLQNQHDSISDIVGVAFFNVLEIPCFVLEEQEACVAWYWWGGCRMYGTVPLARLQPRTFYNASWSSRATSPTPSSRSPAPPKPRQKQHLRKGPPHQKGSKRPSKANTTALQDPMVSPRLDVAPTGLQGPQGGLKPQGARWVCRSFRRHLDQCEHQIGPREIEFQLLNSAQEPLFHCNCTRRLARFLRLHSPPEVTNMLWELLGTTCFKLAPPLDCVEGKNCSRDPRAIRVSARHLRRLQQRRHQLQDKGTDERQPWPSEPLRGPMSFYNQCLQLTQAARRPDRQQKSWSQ
ADAM10 inh: inhibitors of human ADAM10; 0.62% of 370,000 active; recombinant ADAM10, EDANS/DABCYL FRET peptide cleavage, 3 h; O14672; inhibition, % at 7 µM;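 active = inhibition above a per-campaign cutoff equal to the mean of compounds falling between control-based bounds plus 3 SD, cut at about 20% in these data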;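 note: 0% = DMSO wells while the 100% control is not disclosed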
SMARCA2 act: activators of SMARCA2 function | MG213 cells, MMTV-luciferase reporter, dexamethasone, overnight | activation, % at 9.1 µM | 1% of 370,000 active; in the data active = activation above about 7.8%;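 note: 0% = vehicle wells and 100% = reference activator wells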
GC-B act: GC-B (human) receptor activation | P20594 | HEK293-GC-B cells, CNP EC30, cGMP TR-FRET; 0% at EC30 CNP, 100% saturating CNP | activation, % at 10 µM | 0.11% of 370,000 active | AID 1920062;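 active = activation at 10 µM reaching about 35% in either raw or pattern-adjusted values, limit read from the data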
ssDAF-12 act: activators of S. stercoralis DAF-12 nuclear receptor. HEK293 ssDAF-12/GRIP1 lit1-tk-luc reporter, luminescence; % of 3 µM dafachronic acid response. activation, % at 6.8 µM. 1% of 370,000 active;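 active = activation above the mean over all tested compounds plus 3 SD, cut at about 0.9% in these data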;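 note: 0% = DMSO-only wells and 100% = 3 µM delta7-dafachronic acid wells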
NPR1 activator: GC-A (human) enzyme activation; activation, % at 10 µM; P16066; HEK293 GC-A cells, cGMP TR-FRET, EC30 ANP; 0% at EC30 ANP, 100% saturating ANP; AID 1671463; 0.14% of 370,000 active; in the data active = activation above about 40%
FXN GAA850 act: frataxin GAA850 promoter activation; HEK293 lucGAA850 FXN promoter luciferase reporter, 24 h; percent of 10 µM SAHA response; activation, % at 6 µM; 0.56% of 360,000 active; AID 540364;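 active = activation above the average of all compounds screened plus 3 SD, cutoff fixed separately per campaign, cut at about 7.5% in these data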;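 note: 0% = DMSO wells and 100% = 10 µM SAHA wells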
hcDAF-12 act: activates DAF-12 receptor from parasite H. contortus. AID 652067. HEK293 hcDAF-12 lit1-tk-luc reporter, luminescence; 0% DMSO, 100% Δ7-dafachronic acid. 1.4% of 370,000 active. activation, % at 6.8 µM;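 active = activation above the mean of all tested compounds plus 3 SD, cut at about 5.5% in these data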;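 note: 100% = response to 3 µM Δ7-dafachronic acid high control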
* = called active by the depositor; i = inactive; x = no result given.

SMILES	DAX1 inh-1	hgDAF-12 ag	DAX1 inh-2	HGIII-sPLA2 inh	ADAM10 inh	SMARCA2 act	GC-B act	ssDAF-12 act	NPR1 activator	FXN GAA850 act	hcDAF-12 act
N/C(=N\OC(=O)c1ccc(Cl)cc1)c1[nH]ncc1Br	3.0	19*	3.4	2	4	2	-2	0.8	8	0.3	12*
CC(Sc1n[nH]c(N)n1)C(=O)NC1CCCCC1C (stereo not given)	1.1	2.4	1.8	-1	-1	-1	3	-0.8	1	0.9	-1.5
O=C(NCCN1C(=O)S/C(=C\c2ccccc2F)C1=O)C1CCCN1C(=O)c1cccs1 (stereo not given)	-0.5	2.6	-0.5	-3	6	-3	0	-1.1	-1	0.9	-2.4
O=C(NCC1CCCO1)c1nn2c(C(F)(F)F)cc(-c3ccco3)nc2c1Cl (stereo not given)	0.3	0.6	0.6	-4	10	-4	-2	-0.8	-2	-0.3	-0.7
Cc1cc2ncc(Cl)nc2cc1C	0.2	0.4	0.1	14	-9	-1	1	-1.7	2	0.0	-0.3
CC1(C)CC2CC(C)(CN2S(=O)(=O)c2ccc(C(=O)Nc3ccc(S(=O)(=O)N4CCOCC4)cc3)cc2)C1 (stereo not given)	-2.3	-4.7	-5.5	-17	8	-3	0	-2.9	-1	-4.1	-4.4
CN1OC[C@@H]2CN(S(=O)(=O)c3cccc(C(F)(F)F)c3)[C@H](c3ccc(-c4cccnc4)cc3)C[C@@H]21	1.2	-1.9	-0.9	-9	-10	-4	-2	-1.3	-1	-2.8	-1.1
CCOC(=O)/C(C#N)=C/C=C1/C=CC=CN1C	0.4	4.2	5.7*	-1	7	3	-8	-1.4	-13	2.1	-1.2
COc1ccc(Cn2c(C(C)C)nc3sc4ccccc4c(=O)c3c2=O)cc1	-0.1	0.0	0.3	-2	2	-1	0	-0.6	4	-0.5	-0.6
CCOC(=O)C1C(=O)CC(=O)CC1CC(C)SCC (stereo not given)	0.2	0.6	-1.1	-9	9	-3	0	-0.9	5	-1.6	-1.5
COc1ccc(/C=C(\C#N)C(=O)Nc2cc(C)c(Cl)cc2OC)cc1O	0.4	1.0	2.5	-20	3	-1	-12	-1.0	-9	2.9	0.3
CC1(C)N=C(N)N=C(N)N1c1ccc(OCCCOc2ccccc2)c(Cl)c1	-1.6	-12	0.2	18	-2	-2	1	-1.5	3	-3.5	-2.8

SMILES	DAX1 inh-1	hgDAF-12 ag	DAX1 inh-2	HGIII-sPLA2 inh	ADAM10 inh	SMARCA2 act	GC-B act	ssDAF-12 act	NPR1 activator	FXN GAA850 act	hcDAF-12 act
Cn1c(SCC(=O)NC(=O)Cc2ccccc2)nnc1-c1ccc(F)cc1	-0.8	-1.9	-0.3	-3	-6	-1	5	-1.3	-1	-0.9	0.9
COC(=O)C1CCN(C2CN(Cc3ccc(F)cc3)S(=O)(=O)C2)CC1 (stereo not given)	2.2	-1.7	x	8	-12	-3	5	-0.9	-2	x	0.0
CCCCCNC(=O)c1ccc2c(=O)n(CCCN3CCCC3=O)c(=S)[nH]c2c1	1.1	-5.5	0.0	0	0	1	-2	-1.8	1	-1.1	-0.2
COc1cc(CNCCc2c[nH]c3ccccc23)cc(Cl)c1OCC(N)=O	0.2	-2.2	1.2	-18	-4	-5	-6	-1.6	-14	-1.9	-0.9
c1ccc(CN2CCN(c3nc4ccccc4s3)CC2)cc1	1.3	9.6	3.4	4	3	0	-2	0.2	6	3.1	1.5
CCCc1nnc(NC(=O)CC(=O)Nc2ccccc2C(=O)O)s1	-0.2	0.2	-1.9	-28	-20	-1	-4	-1.5	6	1.3	0.4
CCN(CC)S(=O)(=O)c1ccc(C(=O)N(c2ccc(C)cc2)C2C=CS(=O)(=O)C2)cc1 (stereo not given)	-0.3	-2.2	0.6	1	10	2	2	-1.2	2	-2.5	-1.2
O=C(CCS(=O)(=O)c1ccccc1Cl)NCc1ccc(F)cc1	0.3	-0.2	-0.9	-1	-1	2	-1	-1.6	0	4.2	0.5
COc1ccc(OCC(=O)Nc2cc3c(cc2C(=O)O)OCCCO3)cc1	-0.1	0.4	0.4	-6	-10	-1	-1	-0.6	2	-4.8	-0.8
COc1cc(OC)cc(C(=O)N/N=C2/SCC(=O)N2Cc2ccco2)c1	-0.6	-4.7	-0.1	5	0	0	-6	-1.8	-1	0.4	-1.0
CC(=O)Nc1ccc(S(=O)(=O)N[C@H](C(=O)O)C(C)C)cc1	-0.3	0.4	0.1	-1	-1	1	7	-1.4	-1	-1.8	-0.8
COC(=O)c1sc(-c2ccccc2)cc1NC(=O)c1cc(OC)cc(OC)c1	0.2	2.6	0.0	9	-2	-2	-2	-1.4	-4	2.8	-1.5

SMILES	DAX1 inh-1	hgDAF-12 ag	DAX1 inh-2	HGIII-sPLA2 inh	ADAM10 inh	SMARCA2 act	GC-B act	ssDAF-12 act	NPR1 activator	FXN GAA850 act	hcDAF-12 act
Fc1cccc(/C=N/Nc2nncc3ccccc23)c1	2.7	21*	-1.2	-1	-11	3	-4	1.5*	-4	-0.2	12*
COc1ccc(S(=O)(=O)N2CCCC2CNC(=O)C(=O)NC2CCCCCC2)cc1 (stereo not given)	-1.0	-0.1	-0.7	-6	-10	-2	-1	-1.1	-1	-0.7	-1.7
COc1cccc(S(=O)(=O)NCc2ccc(C(=O)Nc3cccc(Cl)c3)cc2)c1	-3.2	-5.8	-2.7	-47	15	-3	-1	-1.9	-5	-5.0	-4.5
CN(C)S(=O)(=O)c1cccc(N=C2NN=C(c3ccccc3)CS2)c1	-2.1	-5.0	x	-1	2	-5	4	-1.8	-2	x	-3.3
Cc1ccc(C)c(NC(=O)CN(C)C(=O)C2CCN(C(=O)Nc3ccccc3)CC2)c1	0.9	-2.0	1.5	15	-9	-1	1	-0.7	-3	0.2	-0.2
CCOC(=O)[C@]12CCCC=C1N(Cc1ccco1)C(=O)[C@H](CC(=O)NCCc1ccccc1OC)C2	0.6	-1.3	x	-8	3	8.3*	3	-0.8	0	x	-0.4
Cc1ccc(SCc2cc(=O)c3c(=O)n(-c4ccccc4)[nH]c3[nH]2)cc1	0.1	-2.1	-0.5	11	2	-5	3	-1.5	-2	1.8	-1.0
Nc1ccc(-c2nc3ccccc3s2)cn1	2.0	14*	2.5	3	i	6	-10	0.6	-1	4.3	4.7
COc1ccc2c(c1)CCc1c(C(=O)NC3CCCCC3)noc1-2	0.6	8.9	1.9	0	-10	5	-7	0.0	-5	4.9	1.0
Cc1csc(NC(=O)CSc2ccc(-c3ccccn3)nn2)n1	0.1	-4.2	-0.5	9	6	-1	-4	0.5	-3	2.4	1.7
Cn1cccc1C=NNC(=O)c1cc(-c2ccc(Cl)cc2)n[nH]1	0.3	4.4	x	8	-5	-1	-9	-1.4	4	x	-1.1
O=C(Nc1ccc(Cl)cc1Cl)N1CCN(c2ncccn2)CC1	-0.5	1.4	1.3	-1	5	-1	-4	-1.7	1	0.7	-0.4

SMILES	DAX1 inh-1	hgDAF-12 ag	DAX1 inh-2	HGIII-sPLA2 inh	ADAM10 inh	SMARCA2 act	GC-B act	ssDAF-12 act	NPR1 activator	FXN GAA850 act	hcDAF-12 act
CCn1cc(/C=N/NC(=O)COc2cccc3cccnc23)c2ccccc21	-0.5	-1.6	-0.7	4	2	-2	1	-1.8	1	3.4	-1.9
O=C1Nc2cc(C(=O)N3CCC(N4CCCCC4)CC3)ccc2S/C1=C\c1ccccc1	0.7	-3.4	-1.0	-18	3	6	-2	-1.7	14	0.2	-1.1
S=C(Nc1ccc(Cl)cc1)N1CCN(Cc2ccccc2)CC1	-1.4	-4.5	-0.1	3	-5	-4	6	-1.7	4	0.3	-0.8
COc1ccccc1N(CC(=O)Nc1ccc2c(c1)OCO2)S(=O)(=O)c1ccccc1	-0.7	3.5	-1.0	-4	1	0	2	-1.2	-3	-2.9	-1.8
CCc1ccc(-n2nnnc2SCC(=O)NNC(=O)c2ccco2)cc1	0.0	0.0	-0.6	1	1	-3	2	-0.9	5	1.3	-1.0
CCOc1ccc(N2C(=O)CSC2=S)cc1	0.2	0.2	1.3	-7	1	-2	6	-0.8	-3	-0.9	-1.1
Cn1c(NC(=O)c2ccc(Cl)cc2)cc(=O)n(C)c1=O	0.3	-1.4	-0.9	-1	1	-2	-9	-0.9	-2	1.5	-0.1
CCN(CC(=O)Nc1c(F)cccc1F)C(=O)c1cccn1C	1.5	-0.1	0.9	-5	11	-5	1	-0.1	-1	0.2	0.7
COc1ccc(-c2cc(=O)c3ccccc3s2)cc1	6.9*	22*	3.4	-6	-88	8.8*	-6	0.9*	-3	4.7	16*
Cc1c(NC(=O)COC(=O)CCc2c[nH]c3ccccc23)c(=O)n(-c2ccccc2)n1C	1.4	0.0	1.3	-9	-4	-1	-3	-1.2	2	0.5	-0.1
CCCCNCC1CCCO1 (stereo not given)	-0.1	1.9	1.2	2	2	-1	3	-1.0	-3	-1.4	-1.1
O=C(CCCCCCCC(=O)N1CCCC1)N1CCCC1	0.0	-2.5	-0.3	8	-22	-3	2	-1.0	6	-0.1	-0.6

SMILES	DAX1 inh-1	hgDAF-12 ag	DAX1 inh-2	HGIII-sPLA2 inh	ADAM10 inh	SMARCA2 act	GC-B act	ssDAF-12 act	NPR1 activator	FXN GAA850 act	hcDAF-12 act
CCOc1cc(N2CCOCC2)c(OCC)cc1NC(=O)CN1CCC(Cc2ccccc2)CC1	0.2	2.1	-0.4	0	-6	-2	11	-0.8	5	2.0	-2.0
Cc1ccc(-n2c(=O)c3sccc3n(CC(=O)NC3CCCC3)c2=O)cc1	0.4	1.3	-0.5	3	8	1	1	-1.1	3	2.8	0.4
CCOc1cc(C(=O)Nc2cc(C)ccc2C)ccc1OCC(=O)N1CCCCC1	-0.3	-3.7	-0.4	-1	2	1	3	-1.0	0	-1.2	0.8
CCOC(=O)c1ccc(S(=O)(=O)N2CCN(C)CC2)cc1	-0.2	-3.3	-1.1	6	4	-2	4	-1.3	4	-0.4	-0.7
COc1ccc(NC(=O)CSCc2ccc(C)cc2)cc1	0.3	-1.4	-0.2	-5	0	-3	1	-0.9	-2	3.3	-3.0
O=C(CNC(=O)c1cccc(F)c1)NC1CC1	-0.4	1.0	0.1	9	-14	-1	0	-0.7	4	-2.7	0.0
Oc1ccc(N=Nc2ccc3c(c2)OCCO3)c(O)c1	0.0	-5.6	-4.8	-1	-1	0	-3	-1.6	1	-10	0.4
OCc1cccc[n+]1Cc1ccccc1	0.4	-0.4	2.7	-5	2	-1	-1	-1.1	0	0.3	0.7
Cc1ccc(C)c(NC(=O)COC(=O)c2c(C)nn(-c3ccccc3)c2C)c1	-2.8	0.6	-0.2	-1	-5	-2	2	-1.3	-4	-0.1	-0.8
O=C(COc1ccc(S(=O)(=O)NC2CCCCC2)cc1)NC1CCCCC1	-1.0	0.9	-0.3	-10	0	1	0	-1.1	2	-1.1	-1.7
N/C(=N\OC(=O)c1ccccc1Cl)c1cccc([N+](=O)[O-])c1	2.2	5.4	1.9	3	-3	5	-4	-0.8	0	5.9	3.8
CCOC(=O)c1cnc2ccc(OCC)cc2c1NCc1ccccc1	-2.2	-2.4	-0.8	-8	-100	-8	4	-2.7	6	-1.9	-3.8

Just hcDAF-12 act (2 entries from above):
| Compound | hcDAF-12 act |
| --- | --- |
| Oc1ccc(N=Nc2ccc3c(c2)OCCO3)c(O)c1 | 0.4 |
| Cc1ccc(-n2c(=O)c3sccc3n(CC(=O)NC3CCCC3)c2=O)cc1 | 0.4 |

From PubChem BioAssay

Random draw from the library (roughly 6.6% active in at least one column).
